PI5P4K alpha inh = qHTS for Inhibitors of phosphatidylinositol 5-phosphate 4-kinase (PI5P4K); Phosphatidylinositol 5-phosphate 4-kinase type-2 alpha (Homo sapiens), P48426; PI5P4Kalpha enzyme, ADP-Glo luminescence, 60 min; stronger effect = lower value; max response, %; 1.2% of 330,000 active; active = max response of -50% or lower; inconclusive = between -30% and -50%; inactive = -30% or higher; also: value at the top dose of about 77 µM; % is scaled to controls: 0 for no effect and ±100 for the full control effect
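Reactions run in 0.038 M HEPES pH 7.4, 0.28 mM EGTA, 0.1% CHAPS and 5% DMSO, with PI5P4Kalpha, substrate, compound and 5 microM ATP final, one hour at room temperature. Readout is ADP-Glo luminescence.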
PLK1 PBD inh = qHTS for Inhibitors of PLK1-PDB (polo-like kinase 1 - polo-box domain): Primary Screen; Serine/threonine-protein kinase PLK1 (Homo sapiens), P53350; Plk1 PBD binding of FITC phosphopeptide, fluorescence polarization; Potency, µM, for the others: max response, negative = inhibition, usual class: inhibitors; 2.8% of 360,000 active; also: potency is read from the fitted curve at half-maximal effect; series mostly up to about 57 µM; % is scaled to controls: 0 for no effect and ±100 for the full control effect; nearly all actives have a fitted effect of over 65% in size
WRN inhibitor = qHTS for Inhibitors of WRN Helicase; 0.46% of 360,000 active; WRN helicase unwinding, fluorescent forked duplex, kinetic; Potency, µM (highest dose often 114 µM), without a hit: at the top dose activity change, negative = inhibition, usual class: inhibitors; also: potency is read from the fitted curve at half-maximal effect; % is scaled to controls: 0 for no effect and ±100 for the full control effect; nearly all actives have a fitted effect of over 55% in size
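Enzyme (20 nM final) and test compound sit together 15 min at room temperature before substrate addition. Substrate is a single-forked duplex oligonucleotide (100 nM) labelled with fluorophore and quencher, with 2 mM ATP; helicase unwinding raises red fluorescence, read kinetically.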
MmCpn inh = Inhibitors of TCP-1 ring complex (TRiC) of Methanococcus maripaludis (MmCpn): qHTS; 0.031% of 330,000 active; AID 504842, 2011; Chaperonin Mm-Cpn (Methanococcus maripaludis); Potency, µM (titrated, usually from 76.9 µM), for inactives: at the highest dose activity, negative = inhibition, actives largely listed as inhibitors; purified Mm-Cpn ATPase, ADP Transcreener TR-FRET; also: potency is read from the fitted curve at half-maximal effect; % is scaled to controls: 0 for no effect and ±100 for the full control effect; nearly all actives have a fitted effect of over 80% in size
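TR-FRET (320 nm excitation; 590 and 665 nm emission) reports ADP made from 10 uM ATP by 25 nM enzyme; compounds were preincubated 10 min, reaction run 30 min, both at 37°C.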
EPAC2 antag = qHTS for Antagonist of cAMP-regulated guanine nucleotide exchange factor 2 (EPAC2): primary screen | EPAC2 GEF exchange of Rap1B-BODIPY-GDP, fluorescence | Potency, µM (top dose mostly 114 µM), inactives show at the highest dose activity, negative = inhibition, most hits filed as inhibitors | 0.18% of 360,000 active; also: potency is read from the fitted curve at half-maximal effect; % is scaled to controls: 0 for no effect and ±100 for the full control effect; nearly all actives have a fitted effect of over 45% in size; many of its hits are not listed in these tables
Target sequence (Q8WZA2 whole entry, looked up): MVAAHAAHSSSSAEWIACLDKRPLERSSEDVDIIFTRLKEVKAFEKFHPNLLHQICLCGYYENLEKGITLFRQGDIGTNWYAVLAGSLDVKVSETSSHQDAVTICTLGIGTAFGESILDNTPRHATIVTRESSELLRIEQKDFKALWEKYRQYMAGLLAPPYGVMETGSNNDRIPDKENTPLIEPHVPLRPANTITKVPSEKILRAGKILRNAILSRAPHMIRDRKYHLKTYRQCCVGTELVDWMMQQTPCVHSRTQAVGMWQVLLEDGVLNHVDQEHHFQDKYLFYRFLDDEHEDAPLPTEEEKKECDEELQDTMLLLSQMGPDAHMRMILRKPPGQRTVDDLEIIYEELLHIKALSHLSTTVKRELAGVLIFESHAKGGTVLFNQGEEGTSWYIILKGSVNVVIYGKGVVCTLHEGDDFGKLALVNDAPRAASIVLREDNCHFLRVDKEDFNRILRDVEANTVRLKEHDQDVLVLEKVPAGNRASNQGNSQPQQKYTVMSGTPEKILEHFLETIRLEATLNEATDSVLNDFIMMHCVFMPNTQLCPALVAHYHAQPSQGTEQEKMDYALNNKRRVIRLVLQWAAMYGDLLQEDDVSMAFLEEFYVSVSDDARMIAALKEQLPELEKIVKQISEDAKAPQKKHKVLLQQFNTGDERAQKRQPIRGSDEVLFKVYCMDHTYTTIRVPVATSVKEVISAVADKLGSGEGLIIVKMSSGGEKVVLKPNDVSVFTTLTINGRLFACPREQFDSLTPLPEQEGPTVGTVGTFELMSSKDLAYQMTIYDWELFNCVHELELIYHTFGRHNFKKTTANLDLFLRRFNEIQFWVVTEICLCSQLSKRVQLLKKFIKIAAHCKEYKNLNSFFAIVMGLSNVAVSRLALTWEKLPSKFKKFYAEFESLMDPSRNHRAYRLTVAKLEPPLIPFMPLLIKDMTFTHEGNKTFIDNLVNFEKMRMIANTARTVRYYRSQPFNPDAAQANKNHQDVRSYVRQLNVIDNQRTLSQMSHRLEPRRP
EPAC1 agonist = qHTS for Agonist of cAMP-regulated guanine nucleotide exchange factor 3 (EPAC1): primary screen; EPAC1 agonist qHTS, biochemical assay; response scale: 100% = response to 6.5 mM cAMP; 0.073% of 360,000 active; AID 720707, 2013; Potency, µM (doses to about 154 µM), inactives show top-dose activation, most hits filed as activators; also: potency is read from the fitted curve at half-maximal effect; nearly all actives have a fitted effect of over 60% in size
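Read-out is the fluorescence drop as BODIPY-GDP leaves Rap1B (480 nm excitation, 540 nm emission), recorded every 5 minutes over 30 minutes. Reactions held 100 nM EPAC1, 250 nM Rap1B–BODIPY-GDP and 50 uM GDP, with 6.5 mM cAMP setting full activation.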
EPAC1 antagonist = qHTS for Antagonist of cAMP-regulated guanine nucleotide exchange factor 3 (EPAC1): primary screen; 0.14% of 360,000 active; EPAC1 GEF assay, Rap1b-BODIPY-GDP exchange fluorescence; Rap guanine nucleotide exchange factor 3 (Homo sapiens), O95398; Potency, µM (titrated, usually from 115 µM), inactives show top-dose activity change, negative = inhibition, hits mostly inhibitors;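 also: potency is read from the fitted curve at half-maximal effect; plate controls were vehicle for no effect and positive control for full effect; nearly all actives have a fitted effect of over 50% in size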
CCT modulator = High-Throughput Screening for Modulators of Cytosolic Chaperonin Activity. purified chaperonin ATPase assay, HTRF ADP detection, 30 min. activity change, % (concentration not given with the values), hits read low. 0.3% of 360,000 active. AID 651819, 2012; in the data active = activity change below about -30%; also: % is scaled to controls: 0 for no effect and ±100 for the full control effect
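Nucleotide hydrolysis assay: TRiC at 20–40 nM final (set by batch activity) with 10 uM ATP, 30 min at 37 °C, in presence of 76 uM compound. Detection by competitive ADP HTRF, 30 min ambient.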
* marks the source's active call; other numbers are inactive results; ? = inconclusive; · = not tested or not shown; [ ] = remark or other dose. Unless noted, calls follow the shape of the dose curve; as a rule, active = well fitted curve in the direction sought with a large enough effect; inconclusive = small, poorly fitted or top-dose-only effect, or another doubt; inactive = no such curve, though single readings can be large; an effect the other way counts as inactive or inconclusive. Not all compounds are listed (hit frequency here may not be typical).

PI5P4K alpha inh	PLK1 PBD inh	WRN inhibitor	MmCpn inh	EPAC2 antag	EPAC1 agonist	EPAC1 antagonist	CCT modulator	Compound
-2	-8%	16%	-2%	-1%	5%	-3%	1.0	COc1ccc(C(=O)N2CCNC(=O)C2CC(=O)Nc2cccc(Cl)c2Cl)cc1 (centres undefined)
2	-2%	4%	?	5%	-8%	9%	-1.1	CCCCC(=O)NC(Nc1cc(C)ccn1)(C(=O)OCC)C(F)(F)F (centres undefined)
-5	-5%	-10%	-1%	-11%	-2%	7%	1.0	CCC(=O)Nc1ccc(-c2ccc(N3CCN(C)CC3)nn2)cc1
18	1%	-5%	0%	8%	0%	3%	-0.1	Cc1cc(OCc2cccc(Cl)c2)c(C)cc1CN1CCOCC1
7	-8%	-3%	-8%	6%	-4%	-5%	1.3	COc1ccc(CNC(=O)C(C)n2nc(C)n3c(cc4occc43)c2=O)cc1 (centres undefined)
-8	-4%	-32%	2%	4%	0%	-5%	-6.4	Cc1ccc(S(=O)(=O)N2CCCCC2)cc1NC(=O)c1nn(C)c(=O)c2ccccc12
-25	-8%	5%	·	?	4%	4%	0.2	CCCNC(=O)C1(C)CCCN(Cc2csc(-c3ccccc3)n2)C1 (centres undefined)
-10	-10%	-12%	2%	-2%	5%	-1%	1.4	CCOc1ccc(C(C)=O)cc1CSc1nnnn1-c1ccc(O)cc1
3	-8%	-6%	-1%	-4%[57.1 µM]	8%	3%	0.8	O=C(NCc1n[nH]c(=S)n1-c1ccc(Cl)c(Cl)c1)c1ccc(S(=O)(=O)N2CCOCC2)cc1
-19	-10%	4%[57.1 µM]	·	0%	-18%	4%	-0.3	CC1(C(=O)NS(=O)(=O)c2cccc(C#N)c2)CCN1C(=O)Cc1ccccc1Cl (centres undefined)
-5	-6%	-3%	?	-19%	5%	-20%	0.5	C=C(C)c1cccc(C(C)(C)NC(=O)NNC(=O)c2ccccc2O)c1
4	-2%	-2%	2%	16%	3%	12%	-2.1	CCn1cc(CN2CCCC(C(=O)c3ccc(-c4ccccc4)cc3)C2)cn1 (centres undefined)
14	-5%	-14%	3%	-11%	18%	-4%	-1.6	Cc1ccc(NC(=O)CN2CCc3cc4c(cc3C2C)OCCCO4)cc1C (centres undefined)
4	-2%	-5%	1%	3%	3%	-24%	-2.8	COc1ccccc1C(=O)NCC(=O)OCCCOC(=O)CNC(=O)c1ccccc1OC
-9	-1%	15%	-1%	-4%	-18%	-4%	2.2	COc1ccc2c(c1OC)c(=O)n1c3ccc(OC(C)C(=O)NCCCN4CCOCC4)cc3c3ccnc2c31 (centres undefined)
-56*	-12%	-31%	·	-5%	-14%	?	0.3	C#CCNC(=O)C1=C[C@@H](c2ccc(C#C)cc2)C[C@@H](OCCCCO)O1
-16	-13%	-2%	1%	-1%	2%	9%	-0.7	Cc1ccc(OCC(=O)N/N=C/c2cn[nH]c2-c2ccc(Cl)c(Cl)c2)cc1
2	-3%	-12%	0%	-8%	8%	-25%	-1.0	O=C(N/N=C/c1c[nH]c2ccccc12)C1COc2ccccc2O1 (centres undefined)
1	-4%	4%	-2%	-6%	8%	8%	-2.9	NS(=O)(=O)c1ccc(N2CCN(CCOc3ccc(Cl)cc3)CC2)nc1
·	?	8%	0%	13%	2%	14%	2.0	CCS(=O)(=O)Nc1cc(C(=O)OC)ccc1C(=O)OC
0	-11%	8%	2%	-1%	1%	-9%	0.7	O=C(c1cc(-c2ccccc2)nn1-c1ccccc1)N1CCN(S(=O)(=O)c2c(F)cccc2F)CC1
-1	-1%	-4%	-1%	-12%	5%	-13%	-1.4	CCOC(=O)c1ccc(-n2c(C)nc3c(cnn3-c3ccccc3C)c2=O)cc1
-10	-11%	2%	-19%	-6%	-5%	1%	-2.8	CCOC(=O)c1sc(NCc2ccco2)c(-c2nc3ccccc3s2)c1N
-10	-14%	?	-4%	-6%	-7%	-27%	3.8	N#Cc1ccc(COC(=O)CN2C(=O)NC3(CCCC3)C2=O)cc1
0	-4%	-13%	-4%	-8%	0%	-3%	-2.3	Cc1nc2cc3c(cc2s1)OCO3
-3	-3%	-11%	·	-1%	4%	-9%	0.4	Cc1ccc(NC(=O)Nc2ccccc2)nc1
0	-9%	-4%	·	-1%	7%	2%	0.2	Cn1nc(C#N)c(=O)[nH]c1=O
?	6%	-11%	-1%	4%	9%	1%	-3.2	Cc1c(C(=O)OC/C(O)=C(\C#N)c2nc3ccccc3[nH]2)oc2ccc(Br)cc12
-4	-9%	8%	3%	3%	9%	-11%	-1.2	CC(=O)c1ccc(N2CCN(C(=O)c3cccs3)C(C)C2)c(F)c1 (centres undefined)
-3	3%	11%	3%	8%	-3%	3%	0.1	CCCONC(=O)Nc1ccccc1[N+](=O)[O-]
-6	1%	-4%	-1%	-8%	-4%	-19%	0.7	Cc1ccc(C(=O)NCC(=O)NCCc2ccc(S(N)(=O)=O)cc2)s1
-2	1%	3%	-2%	12%	-6%	-16%	2.6	C=CCNC(=O)CSc1nc2ccccc2c(=O)n1CCc1ccc(OC)c(OC)c1
3	6%	-24%[57.1 µM]	0%	24%	-3%	29%	0.9	Cn1c(N)c(C(=O)CSc2ccccn2)c(=O)n(C)c1=O
0	1%	-5%	1%	0%	6%	-1%	-1.8	O=C1c2ccccc2C(=O)C12Cc1ccccc1N1CCN(c3ccccc3)CC12 (centres undefined)
-8	-17%	89µM*	0%	-9%	-5%	-18%	-0.5	Oc1ccc(O)c(Cc2nc3ccccc3[nH]2)c1
·	2%	-6%	-1%	-1%	3%	0%	1.2	Cc1c(C(=O)N2CCN(c3ccccn3)CC2)sc2ncnc(N3CCOCC3)c12
4	?	-3%	2%	-2%	3%	-20%	-0.6	O=C1CC(Sc2ccc(Cl)cc2)C(=O)N1c1ccc2c(c1)OCCO2 (centres undefined)
0	-10%	-1%	-2%	-7%	7%	-13%	-1.0	COc1ccccc1CN1CCc2c([nH]c3ccccc23)C1
10	-6%	4%	3%	-1%	13%	-24%	0.3	COc1ccc(NS(=O)(=O)c2ccc3ccccc3c2)c2ncccc12
-8	-9%	6%	-2%	17%	-54%[inhibitor]	-11%	2.9	CC1(c2ccc(Cl)cc2)NC(=O)N(CC(=O)Nc2cccnc2Cl)C1=O (centres undefined)
-7	-2%	1%	2%	6%	-8%	6%	-1.1	O=C(CCNC(=O)c1ccc([N+](=O)[O-])cc1)N/N=C/c1ccc(F)cc1
0	-1%	0%[57.1 µM]	0%	-4%	0%	11%	0.3	COc1ccc(Oc2cc(C(F)(F)F)cnc2C(N)=O)cc1
1	-6%	13%	1%	1%	-2%	-1%	1.1	CC(Sc1nnc(Cc2ccccc2)o1)C(=O)Nc1ccccc1[N+](=O)[O-] (centres undefined)
·	-7%	1%	0%	0%	9%	-2%	-4.7	N/C(=N\OC(=O)c1cc(-c2ccccc2)nc2ccccc12)c1ccc(Cl)cc1
3	1%	6%	·	2%	1%	-19%	-34*	Cc1nn(CC(C)C)c(Cl)c1C(=O)NCC(C)(C)N1CCOCC1
-1	-7%	7%	2%	3%	2%	5%	-9.6	CCOC(=O)c1csc(-c2ccc([N+](=O)[O-])cc2)n1
-10	-17%	3%	1%	4%	1%	-13%	-1.0	CCC(=O)c1ccc(N2CCN(C(=O)c3ccccc3Br)CC2)c(F)c1
1	-10%	-3%	0%	0%	9%	5%	-2.5	COC1CCCN(Cc2nc(Cc3ccccc3F)no2)C1 (centres undefined)
0	-23%	-1%	1%	13%	2%	-19%	-1.0	COc1ccc(C[C@H]2CN3C(=NC[C@@H]3Cc3ccc(O)cc3)N2C[C@H](C)NC(=O)c2ccc(C)c(Br)c2)cc1
·	-9%	-11%	-2%	-13%	9%	-10%	-4.2	COc1ccccc1NC(=O)COc1ccccc1

Continued:
PI5P4K alpha inh	PLK1 PBD inh	WRN inhibitor	MmCpn inh	EPAC2 antag	EPAC1 agonist	EPAC1 antagonist	CCT modulator	Compound
11	-1%	-4%	1%	-3%	29%	-15%	-0.6	CCCC(=O)Nc1nc(-c2ccc(OC)cc2)cs1
-1	4%	-1%	1%	6%	-19%	-6%	-1.8	COC(=O)c1ccc(CNC(=O)c2ccc3oc(C(C)C)nc3c2)cc1
11	0%	5%	-1%	-5%	-10%	-13%	0.3	CC(C)Oc1ccc(S(=O)(=O)N(C(C)C)C(C)C)cn1
5	4%	8%	·	-10%	-9%	-1%	0.3	Cc1ccccc1-c1cc2nc(NCCOc3ccccc3)n(C)c(=O)c2s1
6	-2%	-10%	2%	?	22%	-2%	-1.9	Fc1ccccc1C1c2[nH]c3ccccc3c2CCN1Cc1ccoc1 (centres undefined)
5	-4%	-13%	-5%	-8%	2%	8%	0.9	O=C(CCn1cncn1)N1CCCC(N2CCN(c3ccc(F)cc3)CC2)C1 (centres undefined)
1	0%	-19%[57.1 µM]	-2%	13%	-6%	1%	-3.6	CCOC(=O)CSc1ncnc2c1c(-c1ccccc1)cn2-c1ccc(OC)cc1
-9	-4%	0%	-1%	-2%	4%	-13%	0.4	O=C(CSc1nnc(-c2c[nH]c3ccccc23)n1-c1ccc(F)cc1)NCc1ccco1

Assay outcomes deposited in PubChem by National Center for Advancing Translational Sciences (NCATS).
